Source: PubChem (several laboratories)
eIF4E-4G inh – blocks eIF4E binding to eIF4G; AID 782; inhibition, % at 21.7 µM; actives 0.37% (n = 220,000); P63073+Q04637; TR-FRET eIF4E-eIF4GI(517-606) binding, 2 h;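 note: 0% = full FRET control wells and 100% = background wells lacking eIF4GI fragment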
Furin inh – inhibitors of human furin. P09958. purified furin, fluorogenic substrate cleavage. inhibition, % at 30 µM. actives 0.061% (n = 220,000). AID 463115; in the data active = inhibition above about 25%; note: inactives centre near -15
Rad51 HR inh – Rad51 (human) homologous recombination inhibition | Q06609 | hRad51 DNA strand exchange, fluorescence dequenching | inhibition, % at 10 µM | actives 0.085% (n = 200,000) | AID 1385;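 active = inhibition above 40% at the single screening dose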;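 note: 0% = DMSO control wells and 100% = blanks with heterologous ssDNA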
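Material: human Rad51–ssDNA filaments; Probe or stimulus: labelled 47-mer dsDNA for strand exchange; Doses: single 10 µM dose; Incubation: 37 °C 15-min filament assembly, 30-min compound preincubation, 15-min exchange; Technique: FRET fluorescence dequenching, excitation 485 nm, emission 520 nm; Measure: Fluorescence-based percent inhibition, control- and blank-normalised; Benchmarks: plate control and blank wells.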
hK5 inh – kallikrein 5 (human) inhibition; Q9Y337; inhibition, % at 5 µM; recombinant hK5, fluorogenic AMC substrate cleavage; actives 0.59% (n = 210,000);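 active = inhibition of 40% or more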;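 note: 0% = enzyme controls without compound and 100% = no-enzyme blanks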
EBV gp42 block – blocks Epstein-Barr virus glycoprotein 42 binding. Q1HVG2. Fluorescence polarization binding assay, mP read-out. inhibition, % (tested at 21.74 µM). actives 0.42% (n = 220,000). AID 1085; in the data active = inhibition above about 50%
KCC2 mod – modulators of human KCC2 chloride dependent transport | KCC2 cells, thallium flux FluoZin-2 fluorescence | B-score of Tl+ flux slope (higher = more flux/activation; lower = inhibition) at 10 µM | actives 2.2% (n = 190,000);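 active = thallium flux slope and its plate-corrected score both differing from the plate sample mean at a set confidence after two filtering rounds, in either direction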;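 note: slope of fluorescence scaled to starting intensity during 10 to 20 s after thallium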
Target sequence (Q9H2X9 whole entry, looked up): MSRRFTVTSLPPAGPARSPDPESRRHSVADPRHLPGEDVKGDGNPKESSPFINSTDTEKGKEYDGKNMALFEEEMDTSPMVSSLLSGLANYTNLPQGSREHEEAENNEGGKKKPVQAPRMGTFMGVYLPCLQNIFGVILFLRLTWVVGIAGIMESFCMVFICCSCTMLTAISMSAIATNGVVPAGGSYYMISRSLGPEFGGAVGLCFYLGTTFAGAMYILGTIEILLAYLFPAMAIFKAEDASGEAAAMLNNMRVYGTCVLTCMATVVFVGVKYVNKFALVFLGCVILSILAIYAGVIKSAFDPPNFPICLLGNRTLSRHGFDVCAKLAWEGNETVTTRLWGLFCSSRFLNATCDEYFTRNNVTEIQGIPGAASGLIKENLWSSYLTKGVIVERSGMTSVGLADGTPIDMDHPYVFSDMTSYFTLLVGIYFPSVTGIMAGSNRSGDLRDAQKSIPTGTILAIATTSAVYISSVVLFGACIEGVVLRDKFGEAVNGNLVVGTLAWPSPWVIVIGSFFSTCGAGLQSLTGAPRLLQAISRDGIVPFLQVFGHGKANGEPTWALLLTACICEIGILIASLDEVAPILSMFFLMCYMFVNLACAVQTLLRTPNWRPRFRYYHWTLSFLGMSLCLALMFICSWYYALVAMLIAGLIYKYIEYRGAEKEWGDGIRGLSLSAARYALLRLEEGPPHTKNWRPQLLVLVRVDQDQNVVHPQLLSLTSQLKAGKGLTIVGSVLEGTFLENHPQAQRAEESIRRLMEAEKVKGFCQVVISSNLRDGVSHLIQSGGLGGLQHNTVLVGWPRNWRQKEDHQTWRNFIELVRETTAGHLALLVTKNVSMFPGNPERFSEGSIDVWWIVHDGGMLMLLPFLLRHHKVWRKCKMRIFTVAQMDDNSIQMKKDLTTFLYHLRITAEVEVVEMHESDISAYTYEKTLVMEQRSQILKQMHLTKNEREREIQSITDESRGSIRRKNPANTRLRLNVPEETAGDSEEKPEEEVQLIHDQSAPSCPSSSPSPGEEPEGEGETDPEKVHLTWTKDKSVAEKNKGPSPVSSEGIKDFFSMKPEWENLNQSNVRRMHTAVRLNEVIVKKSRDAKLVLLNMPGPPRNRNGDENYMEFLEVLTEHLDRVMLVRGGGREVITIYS
p47phox inh – blocks human p47phox regulatory protein of NADPH oxidases; inhibition, % at 24.7 µM; p47phox/p22phox peptide binding, fluorescence polarization, 2 h; actives 0.53% (n = 220,000); P14598; AID 1274;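 note: 0% = p47phox with labelled peptide and 100% = labelled peptide alone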
thrombin 1536 – blocks human thrombin protease activity | inhibition, % at 5 µM | actives 0.26% (n = 220,000) | AID 1046 | alpha-thrombin, Boc-VPR-AMC fluorogenic substrate cleavage | P00734;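 active = inhibition at or above 40%; inactive = inhibition below 40%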;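 note: 0% = enzyme with no compound and 100% = wells without enzyme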
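System – human alpha-thrombin protein · Reagent – Boc-VPR-AMC substrate, 15 µM final · Compound – 5 µM single dose in 0.2% DMSO · Schedule – reaction at room temperature · Technique – AMC fluorescence at 355 nm excitation and 460 nm emission · Read-out basis – % inhibition relative to enzyme controls and enzyme-free blanks · Control set – no-compound enzyme wells and no-enzyme blanks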
14-3-3 Bad PPI – disrupts binding of bovine 14-3-3 zeta to phospho-Bad peptide; TR-FRET 14-3-3zeta/Dy647-pBad peptide displacement, 1 h; inhibition, % at 21.7 µM; P63103; actives 0.71% (n = 220,000);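 active = inhibition above about 70%, limit read from the data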;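 note: 0% = full 14-3-3 plus peptide FRET controls and 100% = background without 14-3-3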
* = called active by the depositor; · = no result given; [ ] = another dose, or the depositor's remark.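 Rule for the calls, unless noted: active = inhibition above about 30% (limit read from the data); inactive = the rest.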

SMILES	eIF4E-4G inh	Furin inh	Rad51 HR inh	hK5 inh	EBV gp42 block	KCC2 mod	p47phox inh	thrombin 1536	14-3-3 Bad PPI
O=C(CSc1ccc(-c2ccco2)nn1)c1cccc([N+](=O)[O-])c1	-0.5	-7.6	1.3	-27.9	-4.6	-2.16	-5.9	-5.2	-8.4
O=C(c1ccc2c(c1)OCCO2)C1CCN(S(=O)(=O)c2ccccc2F)CC1	-6.6	-20.4	-6.0	22.9	-12.0	0.00916	1.4	-8.0	5.7
COc1ccc(C2=NN(C(=O)CCCC(=O)O)C(c3cn(-c4ccccc4)nc3-c3ccccc3)C2)cc1 (stereo unspecified)	-4.6	0.0	-3.2	16.6	19.9	-1.01	-35.5	18.8	6.2
Cc1cc(S(=O)(=O)N2CC(=O)N(CCc3ccccc3)C(=O)C2)ccc1F	9.1	-18.0	-3.0	-2.5	-21.7	-1.48	-0.5	1.1	-3.6
C=C(C)COc1ccc(-c2nc(N)ncc2Oc2ccc(OC)cc2)c(O)c1	-13.9	-34.6	·	2.1	3.3	1.01	4.5	-7.0	0.5
COc1ccc(NC(=O)N2CCCC2C(=O)NCc2ccc(C)cc2)cc1 (stereo unspecified)	-2.1	-14.2	6.3	-5.4	6.2	0.162	-2.0	-3.7	-0.5
COc1ccc(OC)c(C(=O)c2nc3c(n2O)CCCCC3)c1	10.8	-2.8[20 µM]	2.8	-13.7	-9.0	0.328	19.6	2.0	-7.7
COC(=O)c1cccc(CN2C(=O)SC(Nc3ccc(C)cc3)C2=O)c1 (stereo unspecified)	2.4	-2.6	-1.5	-4.6	-14.6	-0.12	-0.7	-2.7	-5.0
Cc1c(C(=O)NCc2ccccn2)sc2nc(-c3ccccc3)cn12	5.5	-24.0	-1.5	-7.5	-37.2	-0.705	-0.6	-2.3	10.6
CCOc1ccc(-n2cnnn2)cc1S(=O)(=O)Nc1c(C)cccc1C	0.0	-16.6[20 µM]	0.8	-53.1	-9.9	0.0769	-3.6	-1.0	-5.6[fluorescence artefact?]
CCCCOC(=O)c1cccnc1	-0.5	-13.5	-20.1	-6.9	-1.8	-0.448	9.8	-8.6	-6.8
CC1CCCCC1NC(=O)c1ccc(CSc2nc3ccncc3[nH]2)cc1 (stereo unspecified)	1.4	-11.2	·	-9.3	0.1	1.02	-2.5	-2.0	9.1
O=C(NCCCN1CCCC1)Nc1cccc2ccccc12	5.2[fluorescence artefact?]	-36.9	·	-8.0	-13.4	·	-13.1	2.7	-3.5
COc1ccc(-c2nnc(NC(=O)c3cccs3)s2)c(OC)c1	14.3	-8.3	-11.1	27.4	-4.6	0.409	-4.8	-2.9	56.8
Cn1c(SCC(=O)Nc2ccc3c(c2)OCCO3)nnc1-c1ccccn1	7.7	-13.3	0.7	-10.9	13.2	0.955	10.1	-10.8	5.4
CCCOc1ccccc1C1CC(=O)NC2=C1C(=O)CCC2 (stereo unspecified)	-3.9[fluorescence artefact?]	-25.7	-4.0	22.6	3.0	0.658	-4.8	16.7	4.8
CCc1ccc(CNC(=O)C(=O)NCC2CCCO2)cc1 (stereo unspecified)	1.0	-12.5	-1.1	-0.9	-6.1	1.21	-6.5	2.0	6.0
Cc1ccc(NC(=O)c2ccc(Oc3ncccn3)cc2)cc1	-5.8	-4.2	26.2	-17.2	-3.5	-0.522	-6.0	2.9	-4.1
O=C(CCCCn1c(=O)[nH]c2ccccc2c1=O)N1CCN(c2cccc(C(F)(F)F)c2)CC1	-1.2[fluorescence artefact?]	-6.2	-6.8	-2.5	2.0	-0.67	-4.7	0.3	-15.2
Cc1ccccc1NC(=O)Oc1cccc(OC(=O)c2ccccc2)c1	-14.5	-41.2	·	4.4	-9.0	0.428	-11.2	1.4	3.0

Molecules shown so far that have an NH in an aromatic ring (2):
SMILES	eIF4E-4G inh	Furin inh	Rad51 HR inh	hK5 inh	EBV gp42 block	KCC2 mod	p47phox inh	thrombin 1536	14-3-3 Bad PPI
CC1CCCCC1NC(=O)c1ccc(CSc2nc3ccncc3[nH]2)cc1 (stereo unspecified)	1.4	-11.2	·	-9.3	0.1	1.02	-2.5	-2.0	9.1
O=C(CCCCn1c(=O)[nH]c2ccccc2c1=O)N1CCN(c2cccc(C(F)(F)F)c2)CC1	-1.2[fluorescence artefact?]	-6.2	-6.8	-2.5	2.0	-0.67	-4.7	0.3	-15.2

(continued)
SMILES	eIF4E-4G inh	Furin inh	Rad51 HR inh	hK5 inh	EBV gp42 block	KCC2 mod	p47phox inh	thrombin 1536	14-3-3 Bad PPI
Cn1c2ccccc2c2ncn(CCCN3CCOCC3)c(=O)c21	0.3	-12.7[20 µM]	-0.5	-12.7	-22.5	-0.119	-1.6	2.8	3.5
CCSC1=NC(=O)/C(=C2/C=Cc3ccccc3N2CC)S1	-5.3	-19.9	2.0	-123.6	-31.9	·	17.7	1.4	-22.3[fluorescence artefact?]
O=C(NCc1ccc(Cl)cc1Cl)C1CC(=O)N(Cc2ccccc2)C1 (stereo unspecified)	-3.1	-20.7	-8.8	3.6	-1.2	-0.818	-2.6	-3.1	-2.2
COc1ccccc1OCCNC(=O)c1cc([N+](=O)[O-])cc([N+](=O)[O-])c1	0.2	-17.9	·	·	7.5	-1.01	5.1	-1.1	-4.9
Cc1nc2sc3c(c2c(=O)[nH]1)CCC3	-4.0	-18.9	1.7	7.8	-7.6	-0.108	-28.6	-6.9	-2.8
Cc1cccc(N2C(=O)CC(N3CCN(c4ccccc4)CC3)C2=O)c1 (stereo unspecified)	-24.2	-14.1[20 µM]	3.3	-3.6	-7.7	·	-5.3	-4.2	-4.4
COC(=O)c1cc(C(=O)c2cc(Cl)ccc2O)coc1=N	3.1	-11.8	0.6	-22.6	-13.6	-0.0726	-22.2	-4.0	-15.4
CC1(C)Cc2c(C#N)c(NCCc3ccccc3)nc(-c3ccco3)c2CO1	2.6	-17.0	3.5	-16.1	-21.2	-0.425	-19.3	-8.3	1.5
Cc1cc(C)c(C#N)c(SCc2ccc(C#N)cc2)n1	-24.2	-4.8[20 µM]	1.0	-14.7	9.0	-1.19	-9.2	1.6	11.1[fluorescence artefact?]
CC(C)c1ccc(NC(=O)C(c2ccc3c(c2)OCO3)N2CCN(C(=O)c3ccco3)CC2)cc1 (stereo unspecified)	-0.9	-25.2	-0.9	13.4	-12.6	-0.0845	-1.5	3.6	5.3
COc1ccc(N2Nc3n[nH]c(N)c3N2)cc1	1.5	11.7[20 µM]	-6.8	3.2	-16.7	-0.345	-1.8	1.3	15.5
NCCCC[C@H]1NC(=O)[C@H](CCC(=O)O)NC(=O)c2cc([N+](=O)[O-])cc(I)c2OCC[C@@H](C(N)=O)NC1=O	6.0[fluorescence artefact?]	-6.3	1.2	-25.3	-4.5	-0.553	4.0	-8.2	14.0
COc1ccc(CCN2C(=O)c3ccncc3C2=O)cc1OC	4.5	-11.9[20 µM]	-2.6	-11.1	-17.8	1.15	1.7	-3.5	6.1
COc1ccc(Nc2ccc(C(=O)O)cc2[N+](=O)[O-])cc1	0.5	-22.0	0.9	5.5	-4.9	0.431	-10.5	-1.5	-4.8
O=C(O)CS(=O)(=O)c1ccc(C(F)(F)F)cn1	3.9	-21.2	21.9	-1.7	-5.6	0.368	-0.9	-12.2	-11.3
CCc1cccc(C)c1NC(=S)N(CCCN1CCN(C)CC1)Cc1cccs1	-3.9	-26.8	2.8	-0.8	1.2	-0.146	-1.4	1.4	-11.6
COC(=O)C1CCN(C(=O)c2cc3c(=O)n4cccc(C)c4nc3n2Cc2ccccc2)CC1	-7.2	-17.8	20.1	-3.5	-13.4	-0.176	-13.3	1.1	5.7
CC[C@H](C)[C@@H]1NC(=O)c2cc([N+](=O)[O-])cc(I)c2NCC[C@@H](C(N)=O)NC(=O)[C@H](CCCN=C(N)N)NC1=O	3.5[fluorescence artefact?]	-16.1	2.4	-4.3	-16.4	-0.0583	-0.3	1.9	4.0
CCCS(=O)(=O)N1CCN(C(=O)CCC2CCCC2)CC1	2.6[fluorescence artefact?]	-11.4[20 µM]	-3.5	4.0	-5.6	-0.203	-5.8	-1.4	6.8
Cc1cc(C)c2c(=O)[nH]n(C(C)C)c2n1	2.8[fluorescence artefact?]	-13.3	-4.1	14.9	-13.5	-0.461	-8.2	-1.4	3.8[fluorescence artefact?]

(more compounds)
SMILES	eIF4E-4G inh	Furin inh	Rad51 HR inh	hK5 inh	EBV gp42 block	KCC2 mod	p47phox inh	thrombin 1536	14-3-3 Bad PPI
Cn1c(Sc2ccc(Cl)cc2)c(C=O)c2ccccc21	-5.2	-21.3[20 µM]	7.0	5.1	-12.1	·	-6.1	3.3	-18.6
CCOC(=O)c1cnn(-c2ccccc2)c1-n1cccc1C(=O)C(=O)N(C)C	0.5	-14.8	-19.3	-9.7	-8.0	-0.254	-9.8	-1.3	-8.7
CCOc1ccc2c(c1)C(=O)c1cc(OCC(=O)O)ccc1-2	2.6	-6.2	-6.6	-1.2	-17.2	·	-5.4	-4.4	5.7
N#CC1=C(N)OC2=C(C(=O)CC(c3ccco3)C2)C1c1ccc(OCc2c(F)cccc2Cl)cc1 (stereo unspecified)	-5.7	-12.8[20 µM]	23.1	-10.9	-10.7	-0.0501	-37.5	3.8	4.8
COc1ccc(OC)c(S(=O)(=O)N2CCC(C(=O)NCc3ccccc3)CC2)c1	-6.9	-11.4	-0.1	2.8	-10.2	-0.066	-11.2	-4.1	10.2[fluorescence artefact?]
C1CCN(c2nc3nonc3nc2N2CCCC2)C1	-12.2	-7.2	3.2	0.6	-19.1	-0.711	-18.5	3.0	7.1
CC1CCCCC1NC(=O)CCS(=O)(=O)c1cccc2nonc12 (stereo unspecified)	-6.7	-8.6	7.2	-14.1	-13.0	0.797	-17.8	-5.0	-10.6
Cc1ccc(Cn2c(CN3CC(C)OC(C)C3)nc3c2c(=O)n(C)c(=O)n3C)cc1 (stereo unspecified)	1.6	-36.1	-3.3	-9.7	-7.4	-0.0787	-0.8	-1.4	-4.1
CC(C)(C)C1CCc2sc(C(=O)NNC(=O)CCl)cc2C1 (stereo unspecified)	-4.2	-32.6	2.1	-18.5	2.6	3.27*	-10.4	0.8	-30.7
Cc1ccc(C(=O)Nc2sc(C)c(C)c2C(=O)c2ccccc2)cc1	4.5	-20.1	·	-24.6	-1.2	0.0375	-4.3	-7.1	8.8
Nc1ccc2c3c(cccc13)CC2	·	-25.0	-18.1	-30.9	-19.6	·	-11.7	-5.5	·
CCn1c(SCc2nc3ccccc3[nH]2)nnc1-c1cnccn1	-5.0	-16.1	-2.7	13.3	-3.8	0.874	-9.5	1.8	3.0
CC1(C)C(=O)OC(c2cccn2-c2ccc([N+](=O)[O-])cc2)C(C)(C)C1=O (stereo unspecified)	4.6[fluorescence artefact?]	-28.7	-4.9	-6.9	-1.6	-0.394	-6.0	-4.1	4.4[fluorescence artefact?]
Cc1cccc2nc(COc3ccc4ccccc4c3Br)cn12	-25.4	-25.7	5.8	-0.3	9.3	1.26	-7.6	-0.2	7.0
O=C(/C=C/c1ccccc1)NCc1ccco1	-0.8	-20.5	-0.9	-2.7	-3.9	0.519	-4.3	-12.6	-1.1
CC(=O)c1ccc(-n2c(=O)[nH]c(=O)c3c(N)c(C(=O)c4ccc(Cl)cc4)sc32)cc1	-2.0	-18.1	-5.3	1.7	-9.5	-0.0396	-16.9	-4.7	-0.8
Cc1ccc(CNC(=O)c2ccc3c(=O)n(CC4CCCO4)c(=S)[nH]c3c2)cc1 (stereo unspecified)	6.1	-10.3[20 µM]	-3.6	-21.1	5.3	0.193	1.8	-0.8	-12.7
